Bioassay records deposited in PubChem by National Center for Advancing Translational Sciences (NCATS).
AmpC det inh – AmpC beta-lactamase inhibition, detergent assay | P00811 | purified AmpC, nitrocefin hydrolysis with detergent | Potency, µM (highest dose often 28.7 µM), for the others: at the highest dose activity change, negative = inhibition | 71,000 compounds, 0.09% hits | AID 584; active = well fitted curve in the direction sought with a large enough effect
Target sequence (P00811 whole entry, looked up): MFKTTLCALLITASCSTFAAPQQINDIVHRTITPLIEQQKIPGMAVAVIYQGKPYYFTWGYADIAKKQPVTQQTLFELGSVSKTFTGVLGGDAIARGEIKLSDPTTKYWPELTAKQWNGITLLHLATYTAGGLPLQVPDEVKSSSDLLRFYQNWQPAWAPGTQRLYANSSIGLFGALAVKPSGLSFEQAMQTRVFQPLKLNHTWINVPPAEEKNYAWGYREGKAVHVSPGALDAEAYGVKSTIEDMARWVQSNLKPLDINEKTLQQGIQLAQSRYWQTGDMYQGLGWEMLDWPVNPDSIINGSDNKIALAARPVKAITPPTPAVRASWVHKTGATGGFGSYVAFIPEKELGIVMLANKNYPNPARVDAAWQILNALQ
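E. coli AmpC (5.3 nM) in 20 mM phosphate pH 7.0 with 0.01% Triton X-100, preincubated 15 min RT with compound; nitrocefin (2 uL of 800 uM stock) hydrolysis followed by 480 nm absorbance every 20 s over 4 min.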
The depositor's hits bear a star; & = joins results of further samples; [ ] = dose if it differs, or a comment. % is scaled to controls: 0 for no effect and ±100 for the full control effect; potency is read from the fitted curve at half-maximal effect. An excerpt; count on the stated rates, not on these rows.

| Structure | AmpC det inh |
| --- | --- |
| C[C@@]12C(=O)OC(=O)[C@@]1(C)[C@H]1CC[C@@H]2O1 | 14%&-2% |
| Cc1ccc(C(=O)NC2CCS(=O)(=O)C2)cc1S(=O)(=O)N1CCCCC1 (stereo not given) | -3% |
| Cc1ccc(-n2c3c(cc(C(=O)Nc4cccc(C)n4)c2=O)C(=O)CCC3)cc1 | 1% |
| CC(C)Cc1ccc(S(=O)(=O)N2CCN(C(=O)c3ccco3)CC2)cc1 | -8% |
| O=C(CSc1nc2ccccc2[nH]1)NCc1ccco1 | 9% |
| CC(C)OC(=O)CSc1nnc(-c2cnccn2)n1-c1ccccc1 | -7% |
| CN(C)CCCOC(=O)Cc1ccc(Cl)cc1 | -2% |
| Cc1ccccc1-c1ccc2ncnc(-n3ccnc3)c2c1 | 10% |
| CC(C)(C)NC(=O)C(c1ccccc1F)N(Cc1ccco1)C(=O)c1csnn1 (stereo not given) | -1% |
| Cc1ccc2oc(=O)c3cnn(CC(=O)Nc4ccccc4N4CCN(C)CC4)c3c2c1 | 6% |
| Cc1ccc(NC(=O)CN(C)S(=O)(=O)c2cccs2)cc1F | 11% |
| CCOC(=O)C1=C(C)NC(SCC(=O)OC)=C(C#N)C1c1ccc(C(=O)OC)cc1 (stereo not given) | 8% |
| CCCOc1ccccc1C(=O)N(Cc1ccco1)C1CCS(=O)(=O)C1 (stereo not given) | -2% |
| Cc1ccc(-n2nnnc2SC(C)C(N)=O)c(C)c1 (stereo not given) | 0% |
| Nc1nc(N)c2sc3nc4c(cc3c2n1)CCC4 | -5% |
| COc1cc(C2=NOC(C(=O)Nc3ccc(C(C)=O)cc3)C2)cc(OC)c1OC (stereo not given) | -4% |
| O=C(Nc1cc(C(F)(F)F)ccc1N1CCOCC1)c1ccco1 | -5% |
| O=C(NCCCN1CCOCC1)c1cccs1 | -3% |
| COC(=O)COc1ccc(S(=O)(=O)Nc2ccc(NC(C)=O)cc2)cc1 | -2% |
| COc1ccc(C(=O)N2CCC[C@@]3(CCN(Cc4nccs4)C3)C2)cc1 | -2% |
| COc1ccc2c(c1)C(=O)N(c1ccccc1OC)C(=O)C2 | -3% |
| COc1cccc(C(=O)Cn2c(N3CCCCC3)nc3c2c(=O)n(C)c(=O)n3C)c1 | 12% |
| COc1ccc(C2/C(=C(/O)c3ccccc3)C(=O)C(=O)N2C)cc1 (stereo not given) | -4% |
| CC(=O)Nc1ccc(S(=O)(=O)Nc2c(C)n(C)n(-c3ccccc3)c2=O)cc1 | -3% |
| Cn1c(NC(=O)c2ccccc2Br)cc(=O)n(C)c1=O | 8% |
| COc1ccc(-n2c(SCC(=O)Nc3nccs3)nc3c(c2=O)SCC3)cc1 | 23% |
| COc1ccc(N2C(=O)CCC(C(=O)N(C)C3CCCCC3)C2c2ccc(OC)c(OC)c2)cc1 (stereo not given) | 22% |
| c1coc(CNc2c3c(nc4ccccc24)CCC3)c1 | 7% |
| COC(=O)C1=C(C)NC(=O)CC1c1ccc(F)c(Br)c1 (stereo not given) | 0% |
| Cc1ccc(C)c(Cn2nnc3c(=O)[nH]c(C4CCCN(C(=O)C5CCCCC5)C4)nc32)c1 (stereo not given) | 2% |
| CC(=O)Nc1ccc(OC(=O)c2cccs2)cc1 | 6% |
| O=C1[C@@H]2[C@@H](C(=O)N1c1ccc(OCc3ccccc3)cc1)[C@@H]1c3ccccc3[C@@H]2[n+]2ccccc21 | 4%[5.75 µM] |
| O=C(CN1CCCC1)Nc1ccc(NC(=O)Nc2ccccc2Cl)cc1 | -5% |
| CCN(CC)CCCN1C(=O)C(=O)/C(=C(/O)c2c(C)nc3ccccn23)C1c1ccc(C)o1 (stereo not given) | 14% |
| CC(OC(=O)c1nsc(Cl)c1Cl)C(=O)NCc1cccs1 (stereo not given) | -7% |
| O=C(CSc1cc(Cl)ccc1Cl)NCC1CCCO1 (stereo not given) | -4% |
| O=C(COC(=O)c1ccccc1)NCC1CCCO1 (stereo not given) | -1% |
| Cc1cc(NC(=O)CSc2nnc(COc3ccccc3)n2Cc2ccco2)no1 | -4% |
| CCCc1nc2ccccc2c(C(=O)OC2CCOC2=O)c1CC (stereo not given) | -3% |
| CCSc1nnc(-c2cccc(S(=O)(=O)N(C)C)c2)n1-c1cc(OC)ccc1OC | -2% |
| c1ccc([P+](CC[P+](c2ccccc2)(c2ccccc2)c2ccccc2)(c2ccccc2)c2ccccc2)cc1 | -1%[5.75 µM] |
| COC(=O)C1=C(C)N=c2s/c(=C/c3cccs3)c(=O)n2C1c1cccs1 (stereo not given) | -5% |
| CCCCCCCC(=O)Cl | 10% |
| COc1cccc(C2CC(c3ccccc3C)n3nc(N)nc3N2)c1 (stereo not given) | 9% |
| CCc1ccc2oc(=O)cc(CN3CCOCC3)c2c1 | 20% |
| O=C(O)CSC12CC3CC(C1)CC(C(=O)O)(C3)C2 | 0% |
| COC(=O)c1cnn(C(=O)c2cc(OC)ccc2Br)c1N | 8% |
| COC(=O)[C@H](C)NC(=O)Nc1ccccc1F | -1% |
| Cc1cc(O)c(C=Nc2cccc(Cl)c2)c(=O)o1 | 18% |
| COc1ccccc1Nc1nc(N)nc(CN2CCCCCC2)n1 | -7% |
| COC(=O)C1C2c3ccccc3OC1(C)N=c1s/c(=C/c3cnn(C)c3)c(=O)n12 (stereo not given) | 0% |
| C[C@H]1CC[C@@H]2[C@@H](C)C(=O)O[C@H]3O[C@@]4(C)CC[C@H]1[C@@]32OO4 | 0%[12.8 µM] |
| Cn1c(=O)cc(OCC(=O)N2CCCc3ccccc32)c2ccccc21 | -1% |
| O=C(CC(NS(=O)(=O)c1ccc(Cl)cc1)c1ccco1)NCc1cccnc1 (stereo not given) | -1% |
| CCOC(=O)c1oc2ccccc2c1CSc1nnc(-c2ccco2)o1 | -1% |
| O=C(NC1CCCC1)c1cccnc1N1CCCCCC1 | -5% |
| CC[C@@]1([N+](=O)[O-])C[C@H]2C=C[C@@H]1C2 | -3%[5.75 µM] |
| CCOC(=O)c1c(NC(=O)CN2CCOCC2)sc2c1CCCC2=O | 5% |
| Cc1c(NC(=O)NC(=O)c2ccc(F)cc2)c(=O)n(-c2ccccc2)n1C | -2% |
| CCOC(=O)Cc1csc(NC(=O)CSc2nnc(C)n2C)n1 | 14% |

The listing continues.
| Structure | AmpC det inh |
| --- | --- |
| c1coc(-c2ncc[nH]2)c1 | -3% |
| N#CC1=C(N)OC2=C(C(=O)CCC2)C1c1ccsc1 (stereo not given) | 9% |
| Cn1cccc1C(=O)N1CCC2(CCCN(C(=O)Nc3ccccc3)C2)CC1 | -1% |
| CCCNC(=O)C1CC(=O)N(c2ccc(OCC(=O)Nc3cc(C)cc(C)c3)cc2)C1 (stereo not given) | 10% |
| CCN1CCN(C(=O)C2CCN(C(=O)c3cc4sccc4n3CC)CC2)CC1 | 11% |
| Cc1ccc2nc3c(c(C(=O)O)c2c1)CCC3 | 0% |
| COC(=O)c1cc2oc(C)cc2n1CC(=O)Nc1ccc(OC)c(OC)c1OC | -4% |
| O=C(Cl)c1cccc([N+](=O)[O-])c1 | 14% |
| Cc1cc(NS(=O)(=O)Cc2ccccc2)cc(C)c1OCC(=O)N1CCOCC1 | -5% |
| CCc1nc(SCC(=O)Nc2ccccc2C(=O)OC)n[nH]1 | 0% |
| CCCS(=O)(=O)N1CCCC(C(=O)N2CCN(c3ccccc3)CC2)C1 (stereo not given) | -1% |
| Cn1c(SCC(=O)O)nnc1C1CCCCC1 | -2% |
| COc1cc(OC)cc(C(=O)NC2CCN(Cc3nnnn3Cc3cccs3)CC2)c1 | -2% |
| CC(=O)Nc1ccc(NC(=O)CSc2nnc(C3CC3)n2C)cc1 | -1% |
| COc1ccc(-c2cc(=O)oc3c(C)c(O)c(CN(C)C)cc23)cc1 | -3% |
| Cc1ccc(CCn2c3c(c4ccccc42)CN(C)CC3)cn1 | 8% |
| Clc1ccc2c(N3CCCC3)ccnc2c1 | -4% |
| CCC(=O)OCC(=O)c1c(N)n(Cc2ccccc2)c(=O)n(C)c1=O | -4% |
| Cc1ccc(-n2nc3ccc(N)cc3n2)cc1 | 10% |
| CC(C)=C1SC(N2CCN(Cc3ccccc3)CC2)=NC1=O | 8% |
| O=C(CN1C(=O)CCC1=O)Nc1nc(-c2nc3ccccc3s2)cs1 | 6% |
| O=C(c1ccc2c(c1)C(=O)N(c1ccc(Cl)cc1)C2=O)N1CCN(c2ccccn2)CC1 | -4% |
| Cc1cccc(C)c1NC(=O)C1(N2CCN(C(=O)c3ccco3)CC2)CCCCC1 | -4% |
| COc1ccc(CCN2C(=O)c3cccnc3C2=O)cc1OC | 0% |
| O=C(CCC1COc2ccccc2O1)Nc1ccccn1 (stereo not given) | -3% |
| COc1cc(Cl)c(C)cc1NC(=O)CSc1nnc(-c2cccnc2)n1Cc1ccco1 | -3% |
| CCOC(=O)C1CCN(C(=O)CCn2c(=O)[nH]c3ccccc3c2=O)CC1 | -1% |
| COC(=O)c1c(NC(C)=O)sc2c1CCCC2 | 6% |
| CCN(CC)Cc1nc2c(c(=O)[nH]1)C1(CCCCC1)Cc1ccccc1-2 | 1% |
| COc1cccc(C(=O)OCCN2C(=O)c3ccccc3C2=O)c1OC | 0% |

Three compounds out of the list, arranged by molar mass, low to high:
| Structure | AmpC det inh |
| --- | --- |
| COc1ccc(CCN2C(=O)c3cccnc3C2=O)cc1OC | 0% |
| CCC(=O)OCC(=O)c1c(N)n(Cc2ccccc2)c(=O)n(C)c1=O | -4% |
| Cc1cccc(C)c1NC(=O)C1(N2CCN(C(=O)c3ccco3)CC2)CCCCC1 | -4% |

(further entries)
| Structure | AmpC det inh |
| --- | --- |
| COc1ccc(N2CCN(CC(=O)Nc3nnc(-c4ccccc4)s3)CC2)cc1 | -2% |
| O=C(c1cccs1)N1CCN(C2CCCCC2)CC1 | 0% |
| O=C(c1cnccn1)N1CCC2(CCCN(Cc3nccs3)C2)CC1 | 2% |
| Cn1c(=O)n(Cc2ccc(F)cc2)c(=O)c2c1nc1n2CCCN1C1CCCCC1 | 16% |
| CC(C)C(C)(C)C(C)(C)C(C)(C)S | 11% |
| O=C1C2CCCN2C(c2ccc(F)cc2)N1c1ccc(Cl)cc1 (stereo not given) | 2% |
| CCOC(=O)CCc1c(C)nc2cc(-c3ccccc3OC)[nH]n2c1=O | 9% |
| OCCCc1nc2ccccc2n1CCOc1ccccc1 | -5% |
| CCOc1ccc(Cn2nnc(C(=O)Nc3cc(C)cc(C)c3)c2N)cc1 | 9% |
| CCCCc1cc(=O)oc2c(CN3CCCC3)c(O)c(Cl)cc12 | -3% |
| c1ccc(-n2c(-c3ccncc3)nnc2-c2cccs2)cc1 | -6% |
| CCOC(=O)c1oc2ccccc2c1NC(=O)c1ccc(S(=O)(=O)N(C)C)cc1 | 0% |
| CCOC(=O)C1CCCN(c2nc3ccccc3nc2C(C#N)C(=O)OCC)C1 (stereo not given) | -4% |
| CC1C(=O)C(C)C(c2ccc3c(c2)OCO3)NC1c1ccc2c(c1)OCO2 (stereo not given) | 12% |
| COc1cc(OC)cc(-c2nc3nc(C)c(CCC(=O)NCc4ccco4)c(C)n3n2)c1 | -5% |

For convenience, seven of the compounds above.
| Structure | AmpC det inh |
| --- | --- |
| O=C1C2CCCN2C(c2ccc(F)cc2)N1c1ccc(Cl)cc1 (stereo not given) | 2% |
| CCOC(=O)CCc1c(C)nc2cc(-c3ccccc3OC)[nH]n2c1=O | 9% |
| OCCCc1nc2ccccc2n1CCOc1ccccc1 | -5% |
| CCOc1ccc(Cn2nnc(C(=O)Nc3cc(C)cc(C)c3)c2N)cc1 | 9% |
| CCCCc1cc(=O)oc2c(CN3CCCC3)c(O)c(Cl)cc12 | -3% |
| c1ccc(-n2c(-c3ccncc3)nnc2-c2cccs2)cc1 | -6% |
| CCOC(=O)c1oc2ccccc2c1NC(=O)c1ccc(S(=O)(=O)N(C)C)cc1 | 0% |

(listing goes on)
| Structure | AmpC det inh |
| --- | --- |
| Cc1ccc(C2CC(c3cccc(Cl)c3)n3nc(N)nc3N2)cc1 (stereo not given) | 9% |
| CC1CCN(C(c2ccccc2)c2nnnn2C(C)(C)C)CC1 (stereo not given) | 5% |
| O=C(NC1CCS(=O)(=O)C1)c1cnccn1 (stereo not given) | 10% |
| N#C/C=C\Oc1ccc(Cl)cc1N | -3% |
| c1coc(-c2nc3c4c5c(sc4ncn3n2)CCCC5)c1 | -6% |
| O=C(CS(=O)(=O)Cc1ccccc1)N1CCN(C(=O)c2ccco2)CC1 | 33% |
| O=C(COc1cccc(C(F)(F)F)c1)Nc1ccc(S(=O)(=O)N2CCCC2)cc1 | -5% |
| CCN(CC)CCCN=Cc1c(O)n(Cc2ccc(F)cc2)c(=O)[nH]c1=O | -3% |
| Cc1nnc(SCCc2ccccc2)[nH]c1=O | 11% |
| CN(C)c1cccc(C(=O)n2cc(C(=O)c3cc(F)ccc3O)cn2)c1 | -7% |
| O=C(OCC(=O)N1CCc2ccccc21)c1ccccc1 | 14% |
| CSc1ccccc1NC(=O)CN(c1cc(C)cc(C)c1)S(C)(=O)=O | -1% |
| CCOC(=O)N1CCN(C(=O)C(NC(=O)C2CCC(C)CC2)C(C)C)CC1 (stereo not given) | 10% |
| O=C(O)C[n+]1ccccc1 | -3%[5.75 µM] |
| O=c1c2ccccc2[nH]c(=S)n1CCCN1CCN(C2CCCCC2)CC1 | -5% |
| COc1ccc(S(=O)(=O)NC2CC3CCC2C3)cc1Cl (stereo not given) | -4% |
| CSCCC1NC2(C(=O)Nc3c(Cl)cccc32)[C@@H]2C(=O)N(C3CCCC3)C(=O)[C@H]12 (stereo not given in full) | -3% |
| O=S(=O)(c1ccc(OCC(O)CN2CCN(c3ccccc3)CC2)cc1)N1CCOCC1 (stereo not given) | -3% |
| CCCc1n[nH]c(=O)[nH]1 | -5% |
| CCOC(=O)c1ccc(NC(=O)Cn2nnc(-c3ccccc3)n2)cc1 | 10% |
| CS(=O)(=O)N(CC(=O)NC1CC1)c1cccc(F)c1 | -1% |
| N#Cc1cccc(-c2nccc(NCc3ccccc3)n2)c1 | 10% |
| COc1ccc(-n2c(=O)c(-c3cccs3)nc3cnc(N4CCNCC4)nc32)cc1 | -2% |
| O=C(Cn1cnc2c(nnn2Cc2ccccc2)c1=O)N1CCN(c2ccccc2)CC1 | 7% |
